# Bim-Bfl-1 = inhibitors of Bim binding to Bfl-1, primary screen, biochemical, multiplexed, bead-based flow cytometry | Bcl-2-related protein A1 (Homo sapiens), Q16548 | Bim-Bfl-1 binding inhibition | inhibition, % at 10 µM | 190,000 compounds, 0.12% hits | AID 1008, 2008;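 further: 0% = wells without compound plus tracer and 100% = blocker peptide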
# Bim-Bcl-W = inhibitors of Bim binding to Bcl-W, primary screen, biochemical, multiplexed, bead-based flow cytometry; Bim peptide-Bcl-W binding; inhibition, % at 10 µM; 190,000 compounds, 0.02% hits;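 further: 0% = bound tracer without compound and 100% = peptide blocker; higher means less fluorescent Bim peptide bound to Bcl-W beads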
# Target sequence (Q92843 whole entry, looked up): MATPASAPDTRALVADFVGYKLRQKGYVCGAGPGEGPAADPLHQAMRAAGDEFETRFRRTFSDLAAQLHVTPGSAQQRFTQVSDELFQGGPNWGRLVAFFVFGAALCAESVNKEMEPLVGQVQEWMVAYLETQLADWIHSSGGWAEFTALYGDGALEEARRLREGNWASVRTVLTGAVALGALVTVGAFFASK
# Bcl-XL Bim block = inhibitors of Bim-Bcl-XL binding, primary screen, biochemical, multiplexed, bead flow cytometry, human Bcl-XL. Bcl-2-like protein 1 (Homo sapiens), Q07817. Bim peptide-Bcl-XL binding, fluorescence. inhibition, % at 10 µM. 190,000 compounds, 0.04% hits. AID 1007, 2008
# Target sequence (Q07817 whole entry, looked up): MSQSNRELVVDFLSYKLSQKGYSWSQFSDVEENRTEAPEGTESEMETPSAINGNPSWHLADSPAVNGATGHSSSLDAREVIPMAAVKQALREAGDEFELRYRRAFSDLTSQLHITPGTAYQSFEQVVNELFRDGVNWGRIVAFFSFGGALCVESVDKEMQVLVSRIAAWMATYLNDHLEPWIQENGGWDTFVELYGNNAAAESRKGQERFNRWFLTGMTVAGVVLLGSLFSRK
# ABCG2 block = ABCG2 efflux pump inhibitors, primary screen, multiplex with ABCB1, IgMXP3 cells, flow cytometry | JC-1 efflux | AID 1325, 2008 | Broad substrate specificity ATP-binding cassette transporter ABCG2 (Homo sapiens), Q9UNQ0 | 190,000 compounds, 0.1% hits | inhibition, % at 6.6 µM;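 active means inhibition above 80%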;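 further: 0% = DMSO and 100% = nicardipine control wells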
#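 System: two drug-resistant human cell lines, ABCG2 and ABCB1; controls: nicardipine high and DMSO low controls; times: 10 min exposure at 25 °C with rotation, no wash; detection: flow cytometry of retained JC-1 fluorescence; read-out basis: percent efflux inhibition, scaled nicardipine 100% to DMSO 0%; doses: one concentration, 6.6 µM final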
# ABCB1 block = ABCB1 efflux pump inhibitors, primary screen, cell-based, multiplex, flow cytometry, ABCG2 counter-screen. CCRF-Adr cells, JC-1 efflux. 190,000 compounds, 0.067% hits. inhibition, % at 6.6 µM. ATP-dependent translocase ABCB1 (Homo sapiens), P08183; in the data active means inhibition above about 40%;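 further: 0% = vehicle and 100% = reference inhibitor; higher value means more JC-1 retained so stronger ABCB1 efflux block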
# Mcl-1 Bim block = inhibitors of Bim peptide binding to Mcl-1, primary screen, biochemical, bead-based flow cytometry, multiplex. 190,000 compounds, 0.1% hits. Induced myeloid leukemia cell differentiation protein Mcl-1 (Homo sapiens), Q07820. Bim peptide-Mcl-1 binding. inhibition, % at 10 µM;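 further: 0% = no compound tracer wells and 100% = peptide blocker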
# Bcl-B Bim block = inhibitors of Bim-Bcl-B binding, primary screen, biochemical, multiplexed, human Bcl-2 family; Bcl-2-like protein 10 (Homo sapiens), Q9HD36; bead-based flow cytometry, Bim peptide-Bcl-B binding; inhibition, % at 10 µM; 190,000 compounds, 0.073% hits;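 further: 0% = tracer peptide without compound and 100% = reference inhibitor peptide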
# Target sequence (Q9HD36 whole entry, looked up): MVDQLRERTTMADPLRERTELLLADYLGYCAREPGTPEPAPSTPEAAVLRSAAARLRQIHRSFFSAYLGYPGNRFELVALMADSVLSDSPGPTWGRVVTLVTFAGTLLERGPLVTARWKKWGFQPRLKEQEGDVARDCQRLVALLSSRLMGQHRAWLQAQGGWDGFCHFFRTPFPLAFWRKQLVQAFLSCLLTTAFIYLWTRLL
# Bcl-2 Bim block = inhibitors of Bim-Bcl-2 binding, primary screen, biochemical, multiplexed, human Bcl-2 family; Apoptosis regulator Bcl-2 (Homo sapiens), P10415; Bead-based flow cytometry, Bim peptide-Bcl-2 binding; inhibition, % at 10 µM; 190,000 compounds, 0.06% hits; AID 950, 2007; in the data active means inhibition above about 40%; inconclusive means no clear call, values can overlap the other calls;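 further: 0% = no compound wells with probe peptide and 100% = reference peptide inhibitor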
# RGS4-Gao reg = modulators of RGS4 binding to Galphao, primary screen, biochemical, multiplexed bead flow cytometry | Guanine nucleotide-binding protein G(o) subunit alpha (Homo sapiens), P09471 | actives lie on both sides | binding response (% of control), % at 10 µM | 220,000 compounds, 0.33% hits | AID 1415, 2008; in the data active means binding response below about 49% or above about 150%; inactive means in between;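 further: fluorescent Galphao activated with aluminum fluoride binding bead-coupled RGS4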
# Target sequence (P09471 whole entry, looked up): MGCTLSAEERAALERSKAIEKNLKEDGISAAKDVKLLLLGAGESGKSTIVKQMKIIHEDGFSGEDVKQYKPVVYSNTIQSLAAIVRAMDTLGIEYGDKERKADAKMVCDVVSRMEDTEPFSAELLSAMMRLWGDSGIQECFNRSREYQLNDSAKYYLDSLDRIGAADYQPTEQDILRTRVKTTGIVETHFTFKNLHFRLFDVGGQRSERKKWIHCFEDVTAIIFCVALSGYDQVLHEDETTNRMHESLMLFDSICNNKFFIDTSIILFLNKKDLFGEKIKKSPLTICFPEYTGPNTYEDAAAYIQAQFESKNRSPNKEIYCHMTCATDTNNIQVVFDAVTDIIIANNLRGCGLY
# RGS8-Gao = RGS8-Galphao binding modulators, primary screen, biochemical, multiplexed bead flow cytometry; AID 1423, 2008; actives lie on both sides; response (percent of control binding), % at 10 µM; Guanine nucleotide-binding protein G(o) subunit alpha (Homo sapiens), P09471; 220,000 compounds, 0.34% hits; in the data active means response below about 60% or above about 140%; inactive means in between;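 further: Galphao activated as the GDP aluminium fluoride complex binding bead-coupled RGS8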
# RGS7-Gao = RGS7-Galphao binding modulators, primary screen, biochemical, multiplexed bead flow cytometry | Guanine nucleotide-binding protein G(o) subunit alpha (Homo sapiens), P09471 | actives lie on both sides | binding response (% of control), % at 10 µM | 220,000 compounds, 0.35% hits; in the data active means binding response below about 49% or above about 150%; inconclusive means no clear call, values can overlap the other calls; inactive means in between;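 further: fluorescent Galphao held in activated GDP-AlF4 state binding bead-coupled RGS7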
# An asterisk follows results filed as active; ? = inconclusive. Unless noted, no stated cut-off is given here; in the data, active means inhibition above about 40%.
SMILES,Bim-Bfl-1,Bim-Bcl-W,Bcl-XL Bim block,ABCG2 block,ABCB1 block,Mcl-1 Bim block,Bcl-B Bim block,Bcl-2 Bim block,RGS4-Gao reg,RGS8-Gao,RGS7-Gao
O/N=C/c1ccccc1OCc1ccc(Cl)cc1,-17,-2,-6,15,-0.3,-2,-7,-13,104,103,101
CCOc1cc(/C=N/NC(=O)c2ccc(CN3CCOCC3)cc2)ccc1OCc1ccccc1,0,-1,-6,25,1.4,-3,0,1,96,100,95
Cc1c(C(=O)NCCc2ccccc2)oc2ccc(S(=O)(=O)N3CCC4(CC3)OCCO4)cc12,-12,0,4,11,3.2,-2,-11,-13,97,99,96
CC1CCCN(c2nc3ccsc3c(=O)s2)C1 (stereo not drawn),-13,0,-8,4,0.2,0,-11,-9,104,101,97
Cc1c2c(nc3ccccc13)OCC2,-1,-1,-1,-2,0.8,-3,0,0,94,97,99
O=C(NCc1ccco1)c1cc([N+](=O)[O-])ccc1N1CCOCC1,-3,3,1,2,0.4,1,0,0,100,101,101
COc1cc2c(cc1OC)C(C(=O)N1CCCCC1)C(c1ccccc1F)N(C)C2=O (stereo not drawn),-2,0,-21,3,1.0,-2,-1,0,99,98,103
Cc1cccc(CC2CC(=O)N(C3CCCCC3)C2=O)c1 (stereo not drawn),-11,-2,-9,0,0.2,-2,-9,-10,95,97,94
CC1(C)Cc2nc3sc(C(=O)NCCCO)c(N)c3cc2CS1,1,1,-1,12,1.1,0,-9,-2,97,100,?
COC(=O)C1=C(C)Nc2[nH]c(=S)[nH]c(=O)c2C1c1ccc(OC)cc1 (stereo not drawn),1,-2,-5,-1,-0.2,-3,-12,0,99,98,99

# Reprinted from the part before: 2 entries, followed by the next part.
SMILES,Bim-Bfl-1,Bim-Bcl-W,Bcl-XL Bim block,ABCG2 block,ABCB1 block,Mcl-1 Bim block,Bcl-B Bim block,Bcl-2 Bim block,RGS4-Gao reg,RGS8-Gao,RGS7-Gao
CC1(C)Cc2nc3sc(C(=O)NCCCO)c(N)c3cc2CS1,1,1,-1,12,1.1,0,-9,-2,97,100,?
COC(=O)C1=C(C)Nc2[nH]c(=S)[nH]c(=O)c2C1c1ccc(OC)cc1 (stereo not drawn),1,-2,-5,-1,-0.2,-3,-12,0,99,98,99
O=C(N1CCCCC1)N1CCCN(C(=O)N2CCCCC2)CC1,1,0,-2,0,0.1,0,-3,1,95,96,98
C(=N\Nc1nc(-c2ccccc2)cs1)/c1cccs1,0,-1,3,-1,-0.5,2,0,-9,105,103,106
Cc1sc2c(c1C)c(=O)n(-c1ccc(F)cc1)c(=O)n2CC(=O)NCc1ccco1,0,-1,-3,0,0.1,-4,0,-2,97,102,99
CN(c1nc2nonc2nc1NC1CC1)C1CCOC1 (stereo not drawn),-3,0,0,5,0.1,1,2,-2,103,99,105
CC(C)C(=O)Nc1c(C(=O)c2ccc(F)cc2)oc2ccccc12,2,2,1,10,1.0,-1,1,1,96,94,96
CCOC(=O)C1(Cc2ccccc2)CCN(Cc2ccon2)CC1,-5,-1,0,-1,0.1,0,0,-2,103,102,99
CC1CN(CCOc2ccccc2[N+](=O)[O-])CC(C)O1 (stereo not drawn),-2,2,1,3,1.7,0,2,2,102,100,96
O=C(NCc1ccccn1)Nc1cccc(NC(=O)NCc2ccccn2)c1,-11,5,-5,2,0.7,-4,-11,-11,102,101,101
CCOC(=O)c1[nH]c2ccccc2c1N=C(C)N(CC)CC,-3,0,-4,0,-0.1,-1,-4,0,96,100,97
NC(=O)c1ccc(NS(=O)(=O)c2ccccc2F)cc1,-10,0,-17,0,0.3,-5,-8,-9,96,99,96
CC(C)C(=O)NC(=S)Nc1ccc(S(=O)(=O)Nc2nccs2)cc1,-5,-1,-3,0,-0.1,-3,-3,-4,102,102,102
Cc1cc(OC(=O)c2ccccc2)n(CCC#N)n1,1,2,0,1,-0.1,3,2,1,101,100,109
COc1cccc(-c2nnc(SC(C(=O)c3c[nH]c4ccccc34)c3ccccc3)n2C)c1 (stereo not drawn),0,-3,-8,25,1.7,-3,-9,0,98,102,98
COc1ccc(C2NC(=S)NC3=C2CCCC3=C2SCCS2)cc1 (stereo not drawn),-3,-2,-1,-4,-1.2,1,-1,-2,100,99,103
CC(C)N1C(=O)CSC1c1ccc(Br)cc1 (stereo not drawn),-7,1,-1,-1,0.0,0,-1,-3,99,101,101
CNS(=O)(=O)c1cccc(C(=O)OCC(=O)Nc2cc(F)ccc2F)c1,-2,-1,-4,2,-0.2,-1,-1,-6,106,101,108
CC(C)(C)c1nc2cc(Cl)c([N+](=O)[O-])cc2o1,-7,-2,-2,3,1.0,-5,-4,-1,102,99,101
COc1ccc(-c2csc(Nc3ccc(S(=O)(=O)Nc4cc(C)on4)cc3)n2)cc1C,2,2,-1,-1,-0.6,0,0,3,99,98,96
Cc1cc(C)cc(C(=O)OCC(=O)Nc2cccc(S(=O)(=O)NC3=NCCCCC3)c2)c1,-2,-2,-3,0,0.0,-5,-3,-1,97,100,100
c1csc(-c2nnc(N3CCOCC3)c3ccccc23)c1,-15,-3,-1,1,0.2,2,-3,-4,95,113,112
COc1ccccc1NC(=O)c1ccccc1C(=O)O,-4,4,3,0,0.2,1,3,1,103,104,105
C=C(C)Cn1c(CCn2c3ccccc3c3ccccc32)n[nH]c1=S,-5,-5,-7,-8,-1.2,-8,0,-3,98,109,96
COc1cc(NC(=O)c2ccc(F)cc2)c(OC)cc1Cl,-3,-6,-6,12,0.7,-4,-10,-5,94,101,100
COc1cc2c(cc1OC)C(=O)NCC(C)(C)O2,-1,-4,-5,3,0.1,-4,-5,-2,101,100,100
O=C(NC1CCCC1)C(NS(=O)(=O)c1ccc(Br)s1)c1ccccc1 (stereo not drawn),-2,-1,-6,9,0.6,-1,-6,-2,101,99,100
O=C(CSCc1ccccc1)Nc1ccc2c(c1)OCO2,-6,-6,-6,26,0.6,-6,-4,-7,105,123,104
O=C(CN1CCCN(Cc2ccc(F)cc2Cl)C1=O)NC1CCCCCC1,-1,-1,0,2,1.3,0,-1,1,96,112,106
CCn1c(=O)cc(OCC(=O)NC(C)c2ccc3c(c2)OCCO3)c2ccccc21 (stereo not drawn),-7,0,1,14,0.1,-126,-34,-14,99,103,97
CC1CCCN(S(=O)(=O)Cc2ccc(Cl)cc2)C1 (stereo not drawn),-2,-3,-5,1,0.2,0,-1,1,97,98,93
CCOc1ccc2nc(N3CCCC(C(=O)NCCCN4CCOCC4)C3)sc2c1 (stereo not drawn),-4,-1,-5,2,1.1,-2,-5,-8,103,103,103
CCC(C)(C)C1CCC(=NNC(=O)c2ccoc2C)CC1 (stereo not drawn),-1,-2,-1,0,0.0,0,0,-2,100,100,101
CCCCC(=O)Nc1cccc(NC(=O)c2ccc(Br)cc2)c1,-11,2,-3,4,0.4,0,-5,-5,101,102,137
O=C(CN1CCC(O)CC1)N1c2ccccc2C=Cc2ccccc21,-15,0,-6,2,0.4,0,-3,-9,101,100,102
Cc1cc(C)c(CSc2ncc(-c3ccc([N+](=O)[O-])cc3)[nH]2)c(C)c1,-2,-6,-5,13,0.3,-7,-10,-6,103,103,104
COc1ccc(N2C(=O)c3ccccc3NC23CCC(C)CC3)cc1 (stereo not drawn),-12,1,2,-1,0.1,3,-3,-1,100,103,99
Cc1cc(C(=O)OCCN2C(=O)c3ccccc3C2=O)c2ccccc2n1,0,-2,-1,2,2.1,0,-2,0,102,102,110
Cc1ccc(NC(=O)c2snc3c(=O)[nH]cnc23)cc1C,-14,-3,3,18,3.4,0,-8,-11,112,103,106
Cc1nn2cc(-c3ccc(N)cc3)nc2s1,1,1,0,-1,-0.5,3,8,0,72,95,78
O=C(NCSc1ccnc(SCNC(=O)c2ccccc2)n1)c1ccccc1,-1,-11,-9,2,-0.1,-8,-12,-7,112,109,112
Cc1nnsc1C(=O)Nc1cccc(Cl)c1Cl,-1,-4,-6,7,0.6,-3,-5,0,103,110,105
Cn1cnnc1SCC(=O)Nc1ccc(OCc2ccccc2)cc1,-7,-1,0,2,0.2,-2,-8,-2,102,105,100
C=CCn1c(=O)/c(=C/c2cc(OC)c(OC)c(OC)c2)s/c1=C(/C#N)c1nc2ccccc2n1C,-16,3,0,42,8.6,-1,-14,-4,107,107,103
CCOC(=O)C(C)On1c(-c2ccccc2)nc2ccc([N+](=O)[O-])cc21 (stereo not drawn),-8,0,0,3,0.9,0,-1,-7,103,100,101
COc1ccc(C(=O)c2c[nH]c(C(=O)NCc3cccs3)c2)cc1,-2,0,-1,2,0.4,-2,0,0,81,91,89
COc1ccc(C(C(=O)NC2CCCCC2)N(C(=O)CCl)c2cccc(Cl)c2)cc1 (stereo not drawn),-13,-3,-9,1,0.6,-5,-13,-9,100,99,100
Cc1cccc2cc(CN(CCN3CCOCC3)C(=O)NCc3ccccc3)c(=O)[nH]c12,-5,0,-1,-3,-2.3,0,-3,-8,95,99,92
COC(=O)c1cccc(N2C(=O)c3cccnc3C2=O)c1,-17,0,-7,35,0.4,-2,-8,-13,99,99,98
Cc1ccc(NCc2nnc(SCC(=O)Nc3ncc(C)s3)n2Cc2ccco2)c(C)c1,-11,0,-5,16,1.8,-4,-14,-10,95,93,91
Cc1cc(C)n(CCN(C)Cc2nc(Cc3ccccc3F)no2)n1,-6,-2,-2,3,0.6,5,-4,-3,119,120,115
Cc1ccc(C(=O)COC(=O)CNC(=O)c2cccs2)cc1C,0,3,0,6,1.3,1,3,6,97,84,97
N#C/C(=C\c1cn(CCOc2ccccc2)c2ccccc12)C(=O)NCC1CCCO1 (stereo not drawn),-1,0,0,12,1.9,-1,1,-2,96,97,97

# 5 compounds out of the list above, arranged by the number in RGS8-Gao, low to high:
compound | RGS8-Gao
Cc1c(C(=O)NCCc2ccccc2)oc2ccc(S(=O)(=O)N3CCC4(CC3)OCCO4)cc12 | 99
CCOc1cc(/C=N/NC(=O)c2ccc(CN3CCOCC3)cc2)ccc1OCc1ccccc1 | 100
O=C(NCc1ccco1)c1cc([N+](=O)[O-])ccc1N1CCOCC1 | 101
Cc1sc2c(c1C)c(=O)n(-c1ccc(F)cc1)c(=O)n2CC(=O)NCc1ccco1 | 102
CCn1c(=O)cc(OCC(=O)NC(C)c2ccc3c(c2)OCCO3)c2ccccc21 (stereo not drawn) | 103
